Screening results as filed in PubChem BioAssay.
SUMO Mot1 rescue = blocks SUMOylation pathway, rescuing yeast Mot1-301 growth | S. cerevisiae Mot1-301 growth rescue, ATP luminescence, 38.5C; percent above DMSO median, 100 means doubled | growth rescue, % at 18.8 µM | 1% of 320,000 active;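 active = every valid replicate shows activation above 250% relative to neutral control wells; inactive = the rest, any valid replicate at or below 250%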;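 note: OY570 slx delta 5 strain wells were the positive control but not used for scaling; some compounds called inactive have numbers as strong as hits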
Rtt109 HAT inh = blocks Candida albicans Rtt109/Vps75 acetyltransferase activity. purified Rtt109/Vps75, ThioGlo CoA-SH fluorescence, 4 h. inhibition, % at 34.9 µM. 0.16% of 330,000 active;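 active = inhibition of at least 50% in every replicate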
CDK5 p35 inh = inhibitors of human CDK5/p35 kinase; 0.01% of 330,000 active; Q00535+Q15078; inhibition, % at 10 µM; Recombinant CDK5/p35, ADP-Glo luminescence, 60 min;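 active = highest replicate inhibition of at least 50% and at least 75% of replicates reaching 50%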;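 note: plate controls were DMSO neutral control for no effect and GW8510 at 10 µM for full effect; many of its hits are not listed in these tables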
Target sequence (Q00535 whole entry, looked up): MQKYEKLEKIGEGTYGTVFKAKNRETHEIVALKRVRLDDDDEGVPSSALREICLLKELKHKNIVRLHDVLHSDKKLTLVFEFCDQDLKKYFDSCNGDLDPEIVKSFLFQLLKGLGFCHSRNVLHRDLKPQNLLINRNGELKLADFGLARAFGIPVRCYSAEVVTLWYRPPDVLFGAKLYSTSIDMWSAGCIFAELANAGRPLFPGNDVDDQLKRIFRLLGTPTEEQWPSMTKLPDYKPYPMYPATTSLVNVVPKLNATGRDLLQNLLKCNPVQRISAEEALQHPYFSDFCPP
Target sequence (Q15078 whole entry, looked up): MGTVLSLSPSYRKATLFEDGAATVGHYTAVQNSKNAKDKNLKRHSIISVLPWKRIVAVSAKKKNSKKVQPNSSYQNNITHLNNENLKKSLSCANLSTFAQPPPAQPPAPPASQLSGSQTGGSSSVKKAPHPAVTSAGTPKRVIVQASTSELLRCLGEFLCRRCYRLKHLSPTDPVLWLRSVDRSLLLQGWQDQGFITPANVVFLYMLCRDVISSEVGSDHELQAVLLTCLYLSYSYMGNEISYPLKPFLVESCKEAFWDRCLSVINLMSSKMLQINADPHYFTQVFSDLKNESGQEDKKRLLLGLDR
cardiac RTF act = increases calcium sensitivity of human cardiac regulated thin filaments; P19429+P45379; IANBD-labeled TnC RTF fluorescence at EC20 calcium; 0% EC20 calcium, 100% full calcium; activation, % at 7.2 µM; 0.24% of 340,000 active;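 active = activation above the mean over all tested compounds plus 3 SD, cut at about 30% in these data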;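 note: rise in fluorescence read as greater calcium sensitivity of cardiac thin filaments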
dFosB activator = enhances mouse delta FosB homodimer DNA binding; P13346; purified delta FosB, TAMRA-CDK5 oligo fluorescence polarization; percent of positive-control signal above neutral wells; activation, % at 25 µM; 0.99% of 340,000 active; AID 493131;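 active = mean activation above about 17%, with every replicate also reaching it, limit read from the data, passing the limit was not always enough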;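 note: fluorescence polarization rise as delta FosB binds a TAMRA Cdk5 AP-1 oligo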
Target sequence (P13346 whole entry, looked up): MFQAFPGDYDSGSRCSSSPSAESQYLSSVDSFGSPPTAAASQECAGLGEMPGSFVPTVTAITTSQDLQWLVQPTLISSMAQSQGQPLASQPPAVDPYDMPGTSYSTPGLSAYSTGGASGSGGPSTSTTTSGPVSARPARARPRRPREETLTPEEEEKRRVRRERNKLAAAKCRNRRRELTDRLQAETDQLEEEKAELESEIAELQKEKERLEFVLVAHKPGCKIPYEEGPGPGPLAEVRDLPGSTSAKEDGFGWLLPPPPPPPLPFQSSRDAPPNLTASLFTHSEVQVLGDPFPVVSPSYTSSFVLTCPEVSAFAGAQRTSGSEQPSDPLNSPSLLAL
Cardiac RTF inh = cardiac RTF calcium desensitization; P19429+P45379; IANBD-labeled cardiac RTF, Ca2+ fluorescence; inhibition, % at 7.15 µM; AID 493244; 0.12% of 340,000 active;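 active = inhibition above the mean inhibition of all tested compounds plus 3 SD, cut at about 17% in these data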;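 note: assay run at fixed EC70 calcium of 1.6 mM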
PvdQ acylase = P. aeruginosa PvdQ acylase inhibition | 0.063% of 340,000 active | inhibition, % at 10 µM | purified PvdQ acylase, fluorescence plate reader; in the data active = inhibition above about 30%, passing the limit was not always enough;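 note: 0% = vehicle neutral wells and 100% = reference inhibitor wells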
NSD2 HMT inh = blocks human histone methyltransferase NSD2; inhibition, % at 12.5 µM; AID 743445; O96028; 0.54% of 310,000 active; NSD2 peptide methylation, AlphaScreen, 120 min; in the data active = inhibition above about 50%
Keap1 Nrf2 FP = disrupts human Keap1 binding to Nrf2 peptide; inhibition, % at 9.4 µM; 0.15% of 340,000 active; Q14145; Keap1 Kelch-Nrf2 peptide fluorescence polarization, 1536-well; in the data active = inhibition above about 12%;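 note: human Keap1 Kelch domain with fluorescein labeled Nrf2 9mer peptide probe; 0% = neutral control wells and 100% = peptide positive control; higher means more block of Keap1 binding to Nrf2 peptide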
LANA DNA inh = KSHV C-LANA DNA binding inhibition. AID 504423. inhibition, % at 9 µM. MBP-C-LANA/FAM-LBS DNA binding, fluorescence polarization. 0.078% of 340,000 active;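 active = highest replicate inhibition at or above 60% at 9 µM, even if other replicates fall short; inactive = all replicates below 60% inhibition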;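 note: 0% = neutral control wells and 100% = 4 µM acridine orange control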
PfHsp90 yeast 2 = reduces growth (ATP signal) of yeast expressing P. falciparum Hsp90. 0.32% of 310,000 active. AID 504621. S. cerevisiae expressing PfHsp90, BacTiter-Glo ATP, 48 h; yeast lacking PDR1 and PDR3 efflux regulators. inhibition, % at 9.4 µM;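 active = every replicate shows inhibition above about 80%, whatever the replicate mean, limit read from the data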;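 note: 0% = DMSO neutral controls and 100% = 20 µM radicicol positive controls; yeast relying on Plasmodium falciparum Hsp90 in place of its own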
An asterisk follows results filed as active; · = not tested or not shown.

SMILES	SUMO Mot1 rescue	Rtt109 HAT inh	CDK5 p35 inh	cardiac RTF act	dFosB activator	Cardiac RTF inh	PvdQ acylase	NSD2 HMT inh	Keap1 Nrf2 FP	LANA DNA inh	PfHsp90 yeast 2
Cc1cccc(C)c1OCc1cc(C(=O)N2CCC(C3CCCCC3)C2)no1 (centres undefined)	318	6	-0.8	-6	-13	10	4	-2	-3	-1.6	5
O=C(/C=C/c1ccc(OCCCF)cc1)Nc1ccnc(-c2cccnc2)n1	26	-3	-0.1	7	4	-9	-10	0	6	7.5	-6
COc1ccc2nc(COC(=O)c3cccc([N+](=O)[O-])c3)c(C(C)=O)[n+]([O-])c2c1	216	-10	-1.2	-2	-3	-3	9	-3	0	1.0	-23
CC(NC(=O)CS(=O)(=O)c1ccccc1)c1ccccc1 (centres undefined)	0	-2	3.1	2	7	1	-10	-2	0	-0.5	3
CCCS(=O)(=O)N1CCCC(C(=O)NCc2cccnc2)C1 (centres undefined)	10	-3	0.5	-6	0	-7	-17	0	0	-0.1	-4
CC(C)CCn1nnnc1CN1CCN(c2ccccc2)CC1	8	-2	-0.4	-4	-3	2	-4	1	-3	1.7	-6
O=C(NC1CCCC1)c1ccc(CSCc2ccccc2F)o1	-14	-3	-0.9	-8	-3	-10	-10	1	-1	-1.5	-7
Cc1ccc(NC(=S)N2CCCC(c3ccccc3)=N2)cc1	6	2	-0.1	9	-6	-2	-13	-3	1	-0.3	7
N/C(=N\OC(=O)c1ccccc1Cl)c1ccncc1	1	12	1.3	3	-14	-1	2	·	-5	-0.3	·
Cc1ccccc1C(=O)Nc1nnc(S(=O)(=O)N(C)Cc2ccco2)s1	-9	-6	0.2	3	-6	-2	-8	3	4	-0.4	9
C=CCNc1ccc(N2C(=O)CCCC2=O)cc1[N+](=O)[O-]	89	-3	-0.8	-2	-2	0	3	2	-5	2.4	-22
Cc1cc(O)ccc1Nc1nc(-c2cccs2)cs1	92	-4	0.8	2	-5	3	5	5	1	0.0	19
COc1ccc(-c2nnc(-c3ccc(F)cc3)o2)cc1	50	·	1.0	-2	-6	-5	-26	-3	-6	1.6	-3
COc1cc(OC)nc(NC(=O)CSc2nc3ccccc3[nH]2)n1	-11	4	0.4	-7	-3	-1	-6	1	0	-0.3	-5
COCCCN(C(=S)Nc1cc(C)cc(C)c1)C(C)c1ccncc1 (centres undefined)	14	0	-2.3	3	-5	-18	18	-2	3	1.1	-5
COc1ccc(C(O)(CCC(C)C)C(CN2CCOCC2)c2ccccc2)cc1 (centres undefined)	20	-2	-1.1	-7	-14	0	-6	0	-2	1.4	12
CCOC(=O)c1ccccc1NC(=O)CSc1nc2ccccc2o1	49	6	0.3	-4	-7	0	6	-2	0	0.6	13
COc1cc(C)c(NC(=O)C(=S)NCc2ccccc2)cc1C	·	5	0.6	1	-3	-6	-4	7	-3	-1.4	·
Cc1cnc(CN(C)C(=O)CC2C(=O)NCCN2CCCc2ccccc2)[nH]1 (centres undefined)	-5	1	-0.4	-4	-6	-4	-11	0	2	0.3	-8
COc1ccc(OC)c(CNC(=O)CCCn2ccc3cc(S(=O)(=O)N4CCCC4)ccc32)c1	46	10	-0.7	9	-5	-3	9	-2	-3	-0.5	6
O=C(N/N=C/c1cccc(O)c1)C(=O)N1CCCCCC1	-3	-3	-4.7	5	-2	-14	-13	-1	0	0.6	7
COC(=O)Cn1c(C)nc([N+](=O)[O-])c1Br	52	4	1.4	-1	0	0	-16	3	-5	-0.2	·
Cc1oc(-c2ccccc2)nc1CS(=O)CC(=O)O (centres undefined)	-9	-1	0.5	2	-6	-2	-17	·	-5	0.7	-13
S=C(Nc1ccc(OCc2ccccc2)cc1)Nc1cccc(Cl)c1Cl	-15	2	0.2	2	-5	3	7	1	0	1.3	-3
COc1ccc(CC(=O)N/N=C/c2sccc2C)cc1	-5	-5	0.5	2	-1	3	15	-3	2	-1.0	-7

(further entries)
SMILES	SUMO Mot1 rescue	Rtt109 HAT inh	CDK5 p35 inh	cardiac RTF act	dFosB activator	Cardiac RTF inh	PvdQ acylase	NSD2 HMT inh	Keap1 Nrf2 FP	LANA DNA inh	PfHsp90 yeast 2
CCOC(=O)c1ccccc1NC(=O)Cn1cnc2c(cnn2-c2ccc(F)cc2)c1=O	·	12	1.2	4	-14	6	9	-1	-4	0.8	-6
CCOC(=O)c1cc(C)nc(SC)c1C#N	5	2	-1.5	-3	-1	7	-9	-1	-1	-0.7	5
CC(=O)Nc1ccc(NC(=O)c2c(C)c(-c3ccccc3)nc3ccccc23)cc1	-32	1	2.0	5	-11	-1	3	1	-5	-0.3	-1
CCOC(=O)c1ccc(N[C@@H]2CCN3C(=O)c4ccccc4[C@@H]3C[C@H]2O)cc1	·	2	6.6	0	-4	-3	8	·	-4	1.3	3
C=CCn1c(SCC(=O)NC2CC2)nnc1C1CC1	-2	-22	-0.1	2	3	-2	-14	-3	0	0.1	-14
O=C(CCc1ccccc1)Nc1ccc2c(c1)OCCO2	0	3	-0.2	-2	-7	-15	-11	10	-1	-2.1	-13
O=C(Nc1cc(Sc2nc3ccccc3s2)cc([N+](=O)[O-])c1)c1ccccc1	-7	5	0.4	2	-6	8	-7	-1	-3	3.3	-1
CC1(C)CCC(=O)N2CC[C@H]3C[C@H](OC(=O)Nc4ccc(Br)cc4)C[C@@H]1[C@H]32	805*	12	1.2	-2	1	4	4	·	1	-2.8	-2
CCOc1cccc2cc(C(=O)NCc3ccccc3Cl)c(=O)oc12	219	-6	0.7	1	6	-11	-22	-1	-2	-0.5	1
O=C(O)c1ccc(NN=CC2=C(N3CCOCC3)/C(=C/c3ccccc3)CC2)cc1	·	-15	-5.9	-2	-11	3	-13	-6	-15	15	-31
NS(=O)(=O)c1ccc(N=Nc2c[nH]c(=O)c(O)c2)cc1	-13	5	7.6	58*	-13	-37	-6	44	34*	68*	10
Cc1ccc(C(=O)NCCC2=CCCCC2)cc1S(=O)(=O)N1CCOCC1	-7	-1	-1.0	0	-10	-2	-7	1	0	-0.4	·
Cc1cc(S(=O)(=O)N2CCCCC2)ccc1OCC(=O)Nc1ccccc1	3	25	0.2	-3	-7	-2	6	-1	0	-0.6	5
CCCc1nc(SCC(=O)NC2CCCC2)c2ccccc2n1	-7	-4	-0.2	-1	-2	0	-6	1	5	1.5	10
NC(=O)N/N=C/c1ccccc1OC(=O)c1ccccc1Br	562	-1	-1.8	7	-15	-4	-12	-2	-6	0.2	-12
Cc1ccc(S(=O)(=O)NCc2ccccc2)cc1C(=O)N1CCN(c2ccccc2)CC1	11	7	-1.3	-3	-10	-7	-13	21	2	-0.5	16
Cc1ccc(NC(=O)C2C3C=CC(O3)C2C(=O)O)c(C)c1 (centres undefined)	6	4	1.4	-4	3	-2	-2	-3	-1	0.2	-5
Cc1ccc(N2C(=O)CCC2=O)c(C)c1	-6	-7	1.2	6	-6	7	-9	0	-2	-0.7	12
O=C(OCc1c(F)cccc1Cl)c1cnc(Cl)c(Cl)c1	-2	12	0.2	6	-10	7	5	-2	-1	-1.9	0
COc1ccc(C(C[N+](=O)[O-])C2(c3ccc(OC)c(OC)c3)C(=O)c3ccccc3C2=O)cc1 (centres undefined)	71	4	-0.5	-9	0	2	-1	·	1	-0.7	105*
CCCNC(=O)Cc1c(O)c2ccccc2[nH]c1=O	-15	7	-0.2	0	-2	1	-14	-1	-5	0.5	0
CC(C)c1ccc(Nc2nnc(SCC(=O)c3nnc(-c4ccccc4)o3)s2)cc1	24	-5	1.5	8	-9	5	-2	-1	-3	-1.9	-16
CCCCCC1CCC(C(=O)O)CC1 (centres undefined)	-11	-4	-1.3	2	1	-2	-6	0	-2	-0.5	·
CNC(=S)/N=C/NOCc1c(Cl)cccc1Cl	-10	-2	-0.2	-3	2	-2	4	-2	1	-1.9	49
O=C(c1cc(C2CC2)nc2ccc(Br)cc12)N1N=C(C(F)F)CC1(O)C(F)F (centres undefined)	-15	2	0.1	-1	-7	2	7	-1	5	-0.4	6

Other results.
SMILES	SUMO Mot1 rescue	Rtt109 HAT inh	CDK5 p35 inh	cardiac RTF act	dFosB activator	Cardiac RTF inh	PvdQ acylase	NSD2 HMT inh	Keap1 Nrf2 FP	LANA DNA inh	PfHsp90 yeast 2
Cc1noc(C(=O)NCC2CCCO2)c1Cl (centres undefined)	-6	-8	1.0	0	-7	1	-1	-2	0	0.5	6
O=C(/C=C/c1cccc([N+](=O)[O-])c1)OC1CCCCC1=O (centres undefined)	-27	47	-0.4	-1	-2	8	5	1	5	1.8	-27
CCn1cc(C(=O)N2CCc3ccccc32)c(=O)c2cc(S(=O)(=O)N3CCCC3)ccc21	-7	9	-1.6	-3	-4	-39	-4	1	-8	0.0	-9
Cc1ccc(S(=O)(=O)N(CC(=O)N2CCC(C)CC2)Cc2ccccc2F)cc1	-3	4	0.4	-5	-6	-2	1	0	-3	-1.0	0
CCNC1CCC(Nc2ccnc3cc(Cl)ccc23)CC1 (centres undefined)	·	-8	-0.1	-3	20*	-2	5	89*	1	-3.8	-21
CN(CCC1CCOCC1)Cc1cn[nH]c1-c1ccc(-c2ccccc2)cc1	-22	14	1.7	3	3	1	1	·	0	-1.6	-25
O=c1c2c3c(sc2nc(NCCO)n1CCc1ccccc1)CCCCC3	20	·	-1.8	-5	-9	11	-7	5	-4	0.7	3
COc1ccc(NC(=O)C(F)(F)F)cc1OC	4	4	-0.9	-7	3	-3	-9	0	3	-1.3	23
CCOc1ccc(NC(=O)COC(=O)CCS(=O)(=O)c2ccc(C)cc2)cc1	8	0	-0.6	-8	1	-19	3	-3	0	-0.5	-2
COC(=O)c1cc(C#N)c(Oc2ccccc2OC)nc1C	1	-8	-4.6	-5	-10	0	-19	-4	-5	-0.1	7
CCOC(=O)Cn1c(=N)n(CCOc2ccc(F)cc2)c2ccccc21	-12	-2	2.4	-12	1	6	4	3	-2	1.0	12
CCc1ccccc1NC(=O)c1cc(-c2ccc3c(c2)OCO3)on1	50	-8	0.2	-5	-3	-8	-7	-3	-3	0.6	-23
CN1N=C(/C=C/c2ccccc2)CCC1=O	-14	0	1.2	2	0	1	-10	-3	1	1.7	16
CC(C)OCCCNC(=O)c1ccccc1NC(=O)C1=CSCCO1	5	8	·	6	-1	-9	-2	-2	3	0.4	19
COc1ccc(/C=C(\NC(=O)c2ccc(C)cc2)C(=O)NCC2CCCO2)cc1 (centres undefined)	212	4	-0.4	-7	-1	-6	-3	1	0	1.1	2

Retrieved by structure from above:
SMILES	SUMO Mot1 rescue	Rtt109 HAT inh	CDK5 p35 inh	cardiac RTF act	dFosB activator	Cardiac RTF inh	PvdQ acylase	NSD2 HMT inh	Keap1 Nrf2 FP	LANA DNA inh	PfHsp90 yeast 2
CN(CCC1CCOCC1)Cc1cn[nH]c1-c1ccc(-c2ccccc2)cc1	-22	14	1.7	3	3	1	1	·	0	-1.6	-25
O=C(/C=C/c1cccc([N+](=O)[O-])c1)OC1CCCCC1=O (centres undefined)	-27	47	-0.4	-1	-2	8	5	1	5	1.8	-27
COc1ccc(NC(=O)C(F)(F)F)cc1OC	4	4	-0.9	-7	3	-3	-9	0	3	-1.3	23
CCOC(=O)Cn1c(=N)n(CCOc2ccc(F)cc2)c2ccccc21	-12	-2	2.4	-12	1	6	4	3	-2	1.0	12
